# CRFR2-BP antag – blocks CRF-induced signaling of the CRF-BP/CRF-R2 complex; HEK293 CRF-R2/CRF-BP, CRF-induced calcium fluorescence; inhibition, % at 11.8 µM; hit rate 0.59% among 350,000; AID 588475;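 active means inhibition of the ligand-induced calcium signal above about 50% at the single tested concentration, limit read from the data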
# UBC9 SUMO inh – SUMOylation inhibition. P63279. HTRF SUMOylation assay, SAE1/SAE2 + UBC9, in vitro. inhibition, % at 35 µM. hit rate 0.36% among 290,000; in the data active means inhibition above about 50%, passing the limit was not always enough; further: strong numbers were not always called active
# Target sequence (P63279 whole entry, looked up): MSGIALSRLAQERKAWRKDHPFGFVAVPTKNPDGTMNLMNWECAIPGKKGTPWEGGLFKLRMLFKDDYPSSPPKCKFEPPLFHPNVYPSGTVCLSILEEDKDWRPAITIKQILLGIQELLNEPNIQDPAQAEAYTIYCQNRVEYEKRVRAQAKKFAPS
# FID counter – fluorescent intercalator displacement, NS3 helicase counter-screen; DNA fluorescent intercalator displacement, fluorescence; hit rate 0.17% among 290,000; AID 1845; inhibition, % at 7.9 µM; in the data active means inhibition above about 37%;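 further: 0% = vehicle and 100% = reference compound; higher means more ethidium bromide displaced from hairpin DNA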
# MEKK2 WT-MEK5 – raises or lowers MEK5 binding to wildtype human MEKK2 PB1 domain; bead flow cytometry, Alexa488-MEK5 binding to MEKK2 WT; actives lie on both sides; binding response (% of control), % at 10 µM; hit rate 1.1% among 290,000; AID 1531; in the data active means binding response below about 67% or above about 130%
# MEKK2mut PB1 HTS – signal of MEK5 binding to mutant human MEKK2 PB1 domain; bead flow cytometry, Alexa488-MEK5 binding to MEKK2 mutant; percent response, % at 10 µM; hit rate 0.35% among 290,000; in the data active means percent response above about 24%, passing the limit was not always enough; further: inactives centre near 1; some results filed as inactive read as strong as hits
# GalR3 antagonist – blocks the human galanin receptor 3 | HEK293 GalR3-CNG cAMP membrane potential fluorescence; galR3 body fused to GalR1 C-terminus | O60755 | hit rate 0.44% among 360,000 | inhibition, % at 3 µM;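 active means inhibition above the screen-wide average plus 3 SD, cut at about 13% in these data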;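 further: forskolin and galanin both at EC90 stimulate the cells; cAMP rise reported by CNG channel membrane potential dye signal; 0% = forskolin plus galanin with DMSO and 100% = forskolin alone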
# Target sequence (O60755 1-299 limits assumed): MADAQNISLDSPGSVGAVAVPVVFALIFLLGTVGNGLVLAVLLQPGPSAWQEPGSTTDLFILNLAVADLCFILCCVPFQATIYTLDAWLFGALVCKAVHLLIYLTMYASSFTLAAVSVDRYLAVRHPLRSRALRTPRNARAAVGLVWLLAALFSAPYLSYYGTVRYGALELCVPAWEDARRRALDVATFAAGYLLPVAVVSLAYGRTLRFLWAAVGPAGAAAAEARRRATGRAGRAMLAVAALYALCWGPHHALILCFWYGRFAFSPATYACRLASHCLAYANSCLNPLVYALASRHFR
# CRFR2-BP ag – CRF-BP/CRF-R2 complex agonism | HEK293 CRF-R2/CRF-BP, calcium dye fluorescence (FLIPR); percent of saturating CRF peptide response | activation, % at 13.2 µM | hit rate 0.46% among 350,000 | AID 588473;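 active means activation of at least 50%, plus an integration ratio under a set limit after plate pattern correction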;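 further: plate controls were neutral control wells without compound for no effect and CRF at EC100 for full effect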
# NS3 helicase inh – blocks Hepatitis C virus NS3 helicase unwinding; NS3 helicase DNA unwinding, Cy5 molecular beacon fluorescence; inhibition, % at 10.9 µM; hit rate 0.56% among 290,000;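 active means inhibition above the mean of all tested compounds plus 3 SD, set per campaign, cut at about 35% in these data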;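 further: 0% = DMSO wells and 100% = thioflavine S control wells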
#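 assay system = NS3 helicase fragment of HCV | buffer or medium = MOPS pH 6.5, MgCl2, DTT, Tween20, BSA | timing = 60 min unwinding reaction at 25 °C after ATP addition | signal = Cy5 beacon fluorescence read at start and 1 h | read-out basis = % inhibition of unwinding | control set = low DMSO, high thioflavine S at 110 µM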
# MEKK3 PB1 HTS – raises or lowers MEK5 binding to the human MEKK3 PB1 domain. Q99759. bead-based flow cytometry, Alexa488-MEK5 binding to MEKK3; actives lie on both sides; 0 = blocked by unlabeled MEK5, 100 = vehicle. binding response (% of control), % at 10 µM. hit rate 1.4% among 290,000;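 active means binding response more than 3 SD above or below the average of its plate-row segment, actives on both sides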;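 further: Alexa488 bead fluorescence after subtracting the streptavidin-only scavenger bead signal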
# Target sequence (Q99759 whole entry, looked up, the tested form may be a part): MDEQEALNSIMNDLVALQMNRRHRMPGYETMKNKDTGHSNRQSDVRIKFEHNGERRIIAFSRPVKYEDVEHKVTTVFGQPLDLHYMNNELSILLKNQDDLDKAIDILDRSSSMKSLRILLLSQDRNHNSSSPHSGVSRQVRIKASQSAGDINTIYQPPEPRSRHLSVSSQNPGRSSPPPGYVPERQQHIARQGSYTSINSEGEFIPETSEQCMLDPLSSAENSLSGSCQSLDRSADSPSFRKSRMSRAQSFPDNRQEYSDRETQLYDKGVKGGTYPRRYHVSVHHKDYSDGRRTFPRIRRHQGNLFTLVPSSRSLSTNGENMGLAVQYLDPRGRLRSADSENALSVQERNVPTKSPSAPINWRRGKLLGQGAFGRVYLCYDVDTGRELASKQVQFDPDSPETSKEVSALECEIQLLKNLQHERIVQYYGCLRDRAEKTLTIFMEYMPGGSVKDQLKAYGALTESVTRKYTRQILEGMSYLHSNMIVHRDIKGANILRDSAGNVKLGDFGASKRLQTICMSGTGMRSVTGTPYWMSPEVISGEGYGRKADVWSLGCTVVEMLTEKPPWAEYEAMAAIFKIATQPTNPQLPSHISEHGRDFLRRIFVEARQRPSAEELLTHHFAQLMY
# Active calls of the source: *; . = not tested or not shown; [ ] = dose if it differs, or a comment. Only part of the results is shown; rates above refer to the full screens.
No.	compound	CRFR2-BP antag	UBC9 SUMO inh	FID counter	MEKK2 WT-MEK5	MEKK2mut PB1 HTS
1	COc1ccccc1C(=O)NC(=S)NNC(=O)c1sc2ccccc2c1Cl	-254	11	-2	104	2
2	Cc1csc(NS(=O)(=O)c2cccc([N+](=O)[O-])c2)n1	-10	11	-4	94	-7
3	CCCCOC(=O)c1ccc(NC(=O)CSCc2n[nH]c(=O)[nH]2)cc1	-11	10	-10	111	13
4	C/C(=N\NC(=O)C(O)(c1ccccc1)c1ccccc1)c1ccc(C)o1	2	-2	-9	98	-1
5	COc1ccc(-c2nc(CN3CCC(C(=O)NC4CCCC4)CC3)c(C)o2)cc1OC	4	.	3	101	4
6	CC12CCC(C(=O)NC(c3ccccc3)c3ccccc3)(OC1=O)C2(C)C (stereo not drawn)	-11	-12	-26	93	-2
7	NC(=O)CC(NC(=O)c1ccc(Br)cc1)c1ccc(NCc2ccc(F)cc2)c([N+](=O)[O-])c1 (stereo not drawn)	1	32	.	101	3
8	Cc1ccc(C)c(C(C)NC(=O)C2C3CCC(O3)C2C(=O)O)c1 (stereo not drawn)	.	11	13	98	0

No.	GalR3 antagonist	CRFR2-BP ag	NS3 helicase inh	MEKK3 PB1 HTS
1	3	251*	2	91
2	-4	-2.2	2	95
3	-3	1.9	1	106
4	-4	-0.2	-11	101
5	-2	-1.7	-1	100
6	-1	-0.8	-1	99
7	-7	0.8	.	98
8	.	.	9	99

# Ordered by the number under UBC9 SUMO inh (descending): 5 from the list above.
No. | molecule | UBC9 SUMO inh
7 | NC(=O)CC(NC(=O)c1ccc(Br)cc1)c1ccc(NCc2ccc(F)cc2)c([N+](=O)[O-])c1 (stereo not drawn) | 32
1 | COc1ccccc1C(=O)NC(=S)NNC(=O)c1sc2ccccc2c1Cl | 11
3 | CCCCOC(=O)c1ccc(NC(=O)CSCc2n[nH]c(=O)[nH]2)cc1 | 10
4 | C/C(=N\NC(=O)C(O)(c1ccccc1)c1ccccc1)c1ccc(C)o1 | -2
6 | CC12CCC(C(=O)NC(c3ccccc3)c3ccccc3)(OC1=O)C2(C)C (stereo not drawn) | -12

# (list continues)
No.	compound	CRFR2-BP antag	UBC9 SUMO inh	FID counter	MEKK2 WT-MEK5	MEKK2mut PB1 HTS
9	COc1ccc(OCCCC(=O)NCCc2ccc(OC)c(OC)c2)cc1	6	-18	-35	95	-1
10	CN=c1sc2ccccc2n1CC(O)c1ccccc1 (stereo not drawn)	-4	10	-1	91	-8
11	O=C(Oc1cc(=O)oc2c1c(=O)n1c3c(cccc23)CC1)c1ccccc1	5	12	-4	64	-23
12	O=C(c1cc([N+](=O)[O-])ccc1N1CCOCC1)N1CCCCC1	0	11	-9	103	-2
13	COc1ccc(CN2CC(C(=O)NCCCN3CCCCCC3)CC2=O)cc1 (stereo not drawn)	-11	-6	7	137*	19
14	CCOC(=O)C1CCN(C(=O)C(C)Sc2ccc(Cl)cc2)CC1 (stereo not drawn)	14	-17	-25	96	1
15	O=C(Nc1ccccc1N1CCN(C(=O)c2ccc(Cl)cc2)CC1)c1cc2ccccc2o1	-1	5	-5	89	0
16	COc1cc(/C=N/NC(=O)COc2ccc([N+](=O)[O-])cc2)ccc1OCC(=O)N1CCOCC1	5	5	-28	99	-3

No.	GalR3 antagonist	CRFR2-BP ag	NS3 helicase inh	MEKK3 PB1 HTS
9	-6	-0.5	16	93
10	-3	-0.7	1	98
11	-7	-1.5	9	65
12	-1	-2.2	2	100
13	0	1.7	-17	103
14	0	0.4	4	94
15	-2	-0.2	0	98
16	-9	-1.0	-4	99

# Next section (four carried over from the part before).
No.	compound	CRFR2-BP antag	UBC9 SUMO inh	FID counter	MEKK2 WT-MEK5	MEKK2mut PB1 HTS
13	COc1ccc(CN2CC(C(=O)NCCCN3CCCCCC3)CC2=O)cc1 (stereo not drawn)	-11	-6	7	137*	19
14	CCOC(=O)C1CCN(C(=O)C(C)Sc2ccc(Cl)cc2)CC1 (stereo not drawn)	14	-17	-25	96	1
15	O=C(Nc1ccccc1N1CCN(C(=O)c2ccc(Cl)cc2)CC1)c1cc2ccccc2o1	-1	5	-5	89	0
16	COc1cc(/C=N/NC(=O)COc2ccc([N+](=O)[O-])cc2)ccc1OCC(=O)N1CCOCC1	5	5	-28	99	-3
17	CCOC(=O)CC1(C)OCC(C[N+]2(C)CCCCC2)O1 (stereo not drawn)	5	15	-9	87	-8
18	CN(C)c1ccc(/C=N/NC(=O)CCCO)cc1	11	13	-1	91	-10
19	C/C(=N\Nc1cccc([N+](=O)[O-])c1)c1ccccc1O	-13	-1	17	109	6
20	CNC(=O)CSc1nnc(CCc2ccccc2)n1-c1ccccc1	-1	-11	-17	100	4
21	CCc1ccccc1NC(=O)Cn1cccc1C1=NC(c2ccccc2)CO1 (stereo not drawn)	-3	16	-10	108	1
22	Cc1ccc(C)c(/C=C2\N=C(c3ccccc3F)OC2=O)c1	-2	11	-24	102	4
23	O=C(CSc1ccc2nnc(-c3ccccc3)n2n1)NCc1ccco1	-24	14	-5	100	4
24	COc1ccc(NC(=O)Nc2ccc(N3CCOCC3)c3nonc23)c(OC)c1	-3	10	3	92	-9

No.	GalR3 antagonist	CRFR2-BP ag	NS3 helicase inh	MEKK3 PB1 HTS
13	0	1.7	-17	103
14	0	0.4	4	94
15	-2	-0.2	0	98
16	-9	-1.0	-4	99
17	-6	0.4	6	98
18	9	0.1	-3	104
19	-6	0.6	-3	109
20	-3	6.1	0	101
21	-5	-1.4	4	103
22	-5	0.2	19	106
23	-2	4.1	-3	102
24	-2	-0.5	-7	88

# The list continues.
No.	compound	CRFR2-BP antag	UBC9 SUMO inh	FID counter	MEKK2 WT-MEK5	MEKK2mut PB1 HTS
25	N#CCNc1ccc([N+](=O)[O-])cc1C#N	14	1	-2	73	-14
26	Cc1cc(C(=O)Nn2c(-c3ccc(Br)cc3)nc3ccccc3c2=O)ccc1[N+](=O)[O-]	-19	-4	3	104	-1
27	COc1ccc(N(CC(=O)N2c3ccccc3CC2C)S(=O)(=O)c2c(C)nn(C)c2C)cc1 (stereo not drawn)	2	12	-34	101	2
28	O=C(Nc1ccc(O)cc1)c1ccc(NC(=O)C2CCCO2)cc1 (stereo not drawn)	-3	-2	-6	98	2
29	CNC(=S)N(CCc1ccc(OC)c(OC)c1)C1CC(=O)N(c2ccccc2)C1=O (stereo not drawn)	-8	8	-19	95	-2
30	Cc1ccnc(N2C(=O)c3ccccc3C2Nc2ccccc2Cl)c1 (stereo not drawn)	36	6	-5	97	0
31	CCOC(CCn1c(SCC(=O)Nc2cc(C)on2)nc2ccccc2c1=O)OCC	-2	3	-10	94	-5
32	Cn1c(SCC(=O)N(Cc2ccccc2)C(C)(C)C)nc2ccccc21	24	-13	-8	98	5

No.	GalR3 antagonist	CRFR2-BP ag	NS3 helicase inh	MEKK3 PB1 HTS
25	-1	-0.3	5	78
26	-2	0.5	6	105
27	.	-0.4	-1	100
28	-5	0.8	-2	102
29	.	4.6	3	95
30	.	-1.1	-6	96
31	7	0.8	2	102
32	.	1.1	-2	100

# New compounds follow.
No.	compound	CRFR2-BP antag	UBC9 SUMO inh	FID counter	MEKK2 WT-MEK5	MEKK2mut PB1 HTS
33	CCOc1ccc(NC(=O)CSc2ccc3nnc(-c4cccnc4)n3n2)cc1	125*	18	-20	95	0
34	O=C(N/N=C\c1ccc(Cl)cc1)C1=NOC2COC3(CCN(c4ccc([N+](=O)[O-])cc4)CC3)OCC12 (stereo not drawn)	6	18	4	104	2
35	Clc1ccccc1-c1csc(Nc2cccnc2)n1	-2	4	-2	59	-40
36	COC(=O)Nc1ccc(S(=O)(=O)Nc2ccccc2F)cc1	-1	0	0	99	4
37	Cc1ccccc1Nc1nnc(SCC(=O)c2ccc(O)cc2O)s1	-10	11	-11	100	4
38	CCCN(CCC)Cc1c(C(=O)N/N=C/c2ccc(Br)cc2)nnn1-c1nonc1N	5	-4	-17	88	-4
39	Cc1ccccc1OCC(=O)NCCNC(=O)c1cccnc1	2	12	-6	98	-1
40	O=C(COC(=O)c1ccc2c(=O)n3c(nc2c1)CCC3)Nc1ccccc1F	30	23	-4	107	1

No.	GalR3 antagonist	CRFR2-BP ag	NS3 helicase inh	MEKK3 PB1 HTS
33	-2	0.6	2	93
34	0	0.7	8	107
35	1	1.9	6	47*[inhibitor]
36	-5	0.2	0	99
37	-7	0.9	-5	98
38	-10	-0.2	-31	98
39	-5	0.4	-7	100
40	-1	3.6	-4	117

# (cont.)
No.	compound	CRFR2-BP antag	UBC9 SUMO inh	FID counter	MEKK2 WT-MEK5	MEKK2mut PB1 HTS
41	O=C(COC(=O)CSCc1ccccc1)NCc1ccccc1	-1	11	-12	95	-5
42	Cc1ccccc1Nc1nc(N)nc(CN2CCN(c3ccccn3)CC2)n1	-3	-6	-12	108	19
43	c1cc(-c2nnc3n2CCC3)[nH]n1	3	19	1	100	0
44	CNc1cccc2c1C(=O)c1ccccc1C2=O	-21	-8	12	99	10
45	N#CCSc1nc2cc(C(=O)N3CCC(C(N)=O)CC3)ccc2c2nc3ccccc3n12	4	15	-20	99	-4
46	CCC(C)NC(=O)CCC(=O)NNc1nc2ccccc2c2nc(C)nn12 (stereo not drawn)	16	0	4	100	2
47	O=C(COc1ccc(Cl)cc1)N(Cc1ccccc1)c1nc(-c2ccccc2)cs1	-5	18	0	91	1
48	COc1cccc(CN(C)C(=O)Cc2c[nH]c3ccccc23)c1	20	14	-24	104	7

No.	GalR3 antagonist	CRFR2-BP ag	NS3 helicase inh	MEKK3 PB1 HTS
41	-4	1.0	-14	94
42	-5	0.3	1	104
43	-4	-1.9	4	101
44	-4	1.6	8	95
45	.	1.5	-8	101
46	1	-1.4	-1	96
47	-4	0.8	1	98
48	1	-0.6	1	100

# (continued)
No.	compound	CRFR2-BP antag	UBC9 SUMO inh	FID counter	MEKK2 WT-MEK5	MEKK2mut PB1 HTS
49	COc1ccc(N2CCN(C(=O)c3cccn4c(=O)c5ccccc5nc34)CC2)cc1	0	11	1	106	9
50	Cc1ccccc1N(C(=O)CNC(=O)c1ccco1)C(C(=O)NC1CCCCC1)c1cccnc1 (stereo not drawn)	-12	-7	-31	99	7
51	C/C(CC(=O)Nc1cccc(C(F)(F)F)c1)=N\NC(=O)C1CCCCC1	-29	-16	-2	94	-5
52	O=C(C1=C[C@@H](c2ccc(C(F)(F)F)cc2)C[C@@H](OCCCCO)O1)N1CCN(Cc2ccccc2)CC1	7	-16	-30	103	2
53	CC1CC(NC(=O)CCn2c(=O)oc3ccccc32)CC(C)(C)C1 (stereo not drawn)	-15	-13	-21	109	4
54	CCC(=O)Nc1cc(Cl)ccc1N1CCN(C(=O)CC)CC1	81*	-8	-6	107	9
55	COc1cc2c(cc1OC)C1=C(C#N)CCC(=O)N1CC2	-6	-11	-4	102	1
56	CC(=O)c1c(C)n(-c2ccccc2)c2ccc(O)cc12	-43	15	-24	98	1
57	O=C(c1c[nH]c2ccccc12)N1CCN(Cc2ccccc2)CC1	16	-3	-13	98	-3
58	CCn1c(SCc2ccccc2)nc2c(c1=O)SCC2	11	-1	-17	98	0
59	CCOc1ccc(NS(=O)(=O)c2ccc(C)c(C(N)=O)c2)cc1	10	-1	-2	102	0

No.	GalR3 antagonist	CRFR2-BP ag	NS3 helicase inh	MEKK3 PB1 HTS
49	-5	-0.2	-4	101
50	-5	1.4	15	100
51	-2	-0.5	5	93
52	-2	-0.6	-13	73*[inhibitor]
53	.	-0.9	7	100
54	2	-0.8	2	106
55	5	-0.2	0	97
56	-5	0.2	1	100
57	0	-2.0	13	98
58	0	0.2	-5	101
59	-4	0.6	6	104

# Assay outcomes deposited in PubChem by several laboratories.
